Growth percent in the NCI-60 one-dose screen (48 h, 10 µM unless noted): 100 = growth as untreated, 0 = no growth, -100 = all killed.
UACC-257 = UACC-257 melanoma | AID 1794764 | 78,000 compounds, 4.4% hits
MALME-3M = MALME-3M melanoma | AID 1794766 | 78,000 compounds, 5.8% hits
SK-MEL-2 = SK-MEL-2 melanoma. 77,000 compounds, 4.7% hits
LOX IMVI = LOX IMVI melanoma; AID 1794757; 79,000 compounds, 7.4% hits
SK-MEL-5 = SK-MEL-5 melanoma; 80,000 compounds, 6.4% hits
MDA-MB-435 = MDA-MB-435 melanoma; 82,000 compounds, 7.8% hits; AID 1794794
SK-MEL-28 = SK-MEL-28 melanoma. 81,000 compounds, 4.1% hits
UACC-62 = UACC-62 melanoma; 81,000 compounds, 5.4% hits; AID 1794756
An asterisk follows results filed as active; · = no result given; & = joins results of further samples. Rule for the calls: active = growth percent below 10; inactive = the rest.

SMILES	UACC-257	MALME-3M	SK-MEL-2	LOX IMVI	SK-MEL-5	MDA-MB-435	SK-MEL-28	UACC-62
CCN(CC)CCNC(=O)c1cc2ccccc2cc1O	109	108	106	110	110	115	117	103
CCCCc1nc(Cl)c(C2CC(c3ccc(OC)cc3)=NN2c2cc(Cl)cc(Cl)c2)[nH]1 (configuration not stated)	97	110	99	105	98	96	101	82
CCOC(=O)c1c(SC)nn(-c2cc(=O)[nH]c3ccc(C)cc23)c1N	104	110	102	94	99	101	115	103
CN=C1Cn2c(nc3ccccc3c2=O)CN1C	99	104	102	99	111	100	115	98
CCOC(=O)c1cc2c(n(C)c1=O)-c1cnn(-c3ccc(OC)cc3)c1CC2	94	95	105	94	98	93	97	91
C=C1C(=O)O[C@H]2[C@H]1CC/C(Cn1cc(-c3ccccc3C(F)(F)F)nn1)=C\CC[C@@]1(C)O[C@@H]21	·	-59*	-42*	-92*	14	4.1*	-59*	-62*
Clc1ccc(-c2nn(-c3ccccc3)cc2-c2nc3ccccc3o2)cc1	105	108	127	96	96	108	117	87
CC(C)(C)C(=O)OC(CC(F)F)c1ccc2ccccc2c1 (configuration not stated)	95	87	118	96	104	96	99	89
COc1ccc(S(=O)O)cc1NC(C)=O	102	99	139	107	108	104	110	111
O=C(c1ccccc1)c1ccc2nc(-c3ccccc3Cl)[nH]c2c1	99	109	100	96	101	99	103	101
ClC1C2CC(c3ccccc32)C1Cl (configuration not stated)	112	126	104	·	113	120	108	101
COc1ccc(C(=O)n2nc(-c3cccnc3)nc2N)cc1	105	96	104	93	98	95	106	95
CCCNc1nc2ccccc2c2c(=O)c3cccc(Cl)c3sc12	107	82	102	90	98	101	115	84
N#Cc1ccccc1-c1ccc(CN2C(=O)S/C(=C\c3ccccc3)C2=O)cc1	103	95	106	105	99	104	110	102
CCn1cc(C2=C(c3c[nH]c4ccccc34)C(=O)N(O)C2=O)c2cc(Br)ccc21	110	106	113	65	98	103	123	82
COc1ccc(-c2oc3c(OC)c4c(c(OC)c3c2CC(=O)NC(C)C)OCO4)cc1	109	109	100	93	90	106	109	97
CCCCC(=O)OCCCc1ccccc1	85	100	83	103	104	101	110	·
CCCC1CCCCN1C(=O)OCC(C)C (configuration not stated)	110	107	108	·	109	100	113	103
CC(C)(C)OC(=O)NCc1cccc(N=C=S)c1	39	30	42	24	49	51	23	14
COc1cc(OC)c2ccc(C=O)c(O)c2c1	97	98	122	89	102	98	104	99
CC(=O)Nc1ccc(SC(Sc2ccc(NC(C)=O)cc2)c2ccccc2)cc1	99	126	103	107	102	107	108	100
NS(=O)(=O)c1ccc(NCC/C(=N\O)c2ccccc2)cc1	103	103	101	101	100	100	102	96
C[C@@]1(F)[C@H](O)[C@@H](CO)O[C@@H]1n1cnc2c(N)nc(F)nc21	106	93	107	96	98	105	99	94
FC(F)(F)c1ccc(-c2cn3c(ccc4ccccc43)n2)cc1	108	103	100	85	89	105	117	80
Cc1ccc2c(c1)/C(=N/c1nc(-c3ccccc3)cs1)C(=O)N2	77	90	87	95	87	104	107	85
O=C(Cc1nc(-c2ccc(Cl)cc2)no1)c1ccccc1	91	103	·	102	92	99	104	93
O=C1c2cccc3cccc(c23)C(=O)N1CCCCN1CCN(CCCCOc2ccc(-c3nc4ccc(N5CCOCC5)cc4[nH]3)cc2)CC1	97	86	90	94	89	88	81	93
CC(C)Sc1nc(-c2ccccc2)c(C#N)c(N2CCOCC2)n1	98	36	128	36	95	88	89	92
O=c1c(O)cccc2cc(O)c(O)c(O)c12	71	121	·	65	71	42	87	48
COC(=O)C(N)CC(C)C (configuration not stated)	102	95	101	96	103	106	108	·
N#CC1OC(COC(=O)c2ccccc2)C(O)C1O (configuration not stated)	110	110	107	122	101	95	103	106
O=C1OCC2=C1C(c1ccccc1F)CC(=O)N2c1ccccc1 (configuration not stated)	96	92	91	105	·	103	102	104
CCOc1ccc(NC(=O)CSc2nc3ccccc3c(=O)n2CCc2ccccc2)cc1	92	63	105	90	96	86	101	92
O=C(Cc1ccc(F)c(Cl)c1)Nc1cc(C2(C(F)(F)F)CC2)nn1CC1CCCCC1	-9.9*	-24*	-49*	12	-74*	3.0*	20	0.5*
O=C1Nc2ccc(Cl)cc2C12NCCc1cc(O)ccc12 (configuration not stated)	104	99	111	97	104	104	107	93
C#CCNC(=O)c1cc(C(=O)c2ccccc2)n2ccc(C)cc12	97	108	108	100	85	108	114	89
O=C(O)CCCCC1CCCCC1	101	·	122	96	101	111	106	101
NC(=O)c1ccccc1Nc1ccc2nnc(-c3ccncc3)n2n1	75	81	86	12	48	78	95	77
CC(=O)SCC(=O)Nc1ccc(Cl)cc1	106	127	116	74	98	106	120	96
CCOP(=O)(OCC)/C(=C\n1c(=S)[nH]c2cc(C)ccc21)C(=O)OC	103	99	106	94	94	107	104	94

Ordered by molecular weight (descending): some entries from above
SMILES	UACC-257	MALME-3M	SK-MEL-2	LOX IMVI	SK-MEL-5	MDA-MB-435	SK-MEL-28	UACC-62
O=C(Cc1ccc(F)c(Cl)c1)Nc1cc(C2(C(F)(F)F)CC2)nn1CC1CCCCC1	-9.9*	-24*	-49*	12	-74*	3.0*	20	0.5*
CCOP(=O)(OCC)/C(=C\n1c(=S)[nH]c2cc(C)ccc21)C(=O)OC	103	99	106	94	94	107	104	94
CCOC(=O)c1c(SC)nn(-c2cc(=O)[nH]c3ccc(C)cc23)c1N	104	110	102	94	99	101	115	103
CCCNc1nc2ccccc2c2c(=O)c3cccc(Cl)c3sc12	107	82	102	90	98	101	115	84
NC(=O)c1ccccc1Nc1ccc2nnc(-c3ccncc3)n2n1	75	81	86	12	48	78	95	77
O=C1OCC2=C1C(c1ccccc1F)CC(=O)N2c1ccccc1 (configuration not stated)	96	92	91	105	·	103	102	104
NS(=O)(=O)c1ccc(NCC/C(=N\O)c2ccccc2)cc1	103	103	101	101	100	100	102	96
C#CCNC(=O)c1cc(C(=O)c2ccccc2)n2ccc(C)cc12	97	108	108	100	85	108	114	89
FC(F)(F)c1ccc(-c2cn3c(ccc4ccccc43)n2)cc1	108	103	100	85	89	105	117	80
CC(C)(C)C(=O)OC(CC(F)F)c1ccc2ccccc2c1 (configuration not stated)	95	87	118	96	104	96	99	89
COc1ccc(C(=O)n2nc(-c3cccnc3)nc2N)cc1	105	96	104	93	98	95	106	95
COc1cc(OC)c2ccc(C=O)c(O)c2c1	97	98	122	89	102	98	104	99
O=C(O)CCCCC1CCCCC1	101	·	122	96	101	111	106	101

More structures.
SMILES	UACC-257	MALME-3M	SK-MEL-2	LOX IMVI	SK-MEL-5	MDA-MB-435	SK-MEL-28	UACC-62
CC(C)(C)OC(=O)N1C/C(=C\c2ccco2)C(=O)/C(=C/c2ccco2)C1	97	103	95	94	96	101	105	91
CC(C)c1nc(N(C)S(C)(=O)=O)nc(-c2ccc(F)cc2)c1/C=C/C(=O)C[C@@H](O)CC(=O)O	96	109	81	101	105	103	112	100
O=C(O)c1ccc(-n2c(=O)c3ccccc3c3ccccc3c2=O)cc1	102	109	93	103	104	103	113	105
COc1cc(-c2nnc(SC)n2-c2ccccc2)c(O)c2ccccc12	106	96	·	·	·	100	106	83
COC(=O)CCC(=O)O	100	84	86	104	101	108	104	96
CC1=NC2=NN3C(=NN2C(c2ccccc2)=C1)N=NC(c1ccc(Br)cc1)=C3c1ccc(Br)cc1	109	54	103	100	106	110	105	90
CCCC1(CC)C(=O)NC(=O)N=C1N (configuration not stated)	103	162	121	96	102	105	118	106
C[C@@H](O)[C@@H]1CC[C@]2(CO)CC[C@]3(C)[C@H](CC[C@@H]4[C@@]5(C)C/C(=C/c6cccnc6)[C@H](O)C(C)(C)[C@@H]5CC[C@]43C)[C@@H]12	102	99	107	·	100	102	99	95
C=C(C)[C@@H]1CC[C@]2(C(=O)O)CC[C@]3(C)[C@H](CC[C@@H]4[C@@]5(C)C/C(=C/c6ccc(OC)cc6)C(=O)C(C)(C)[C@@H]5CC[C@]43C)[C@@H]12	31	42	38	·	6.2*	30	41	17
O=C(OCc1ccc2c(Br)cc(Br)c(O)c2n1)N1CCN(C(=O)c2cc3ccccc3[nH]2)CC1	32	51	45	29	35	44	58	19
Cc1ccc2c(n1)C(=O)C(Cl)=C(Nc1ccc(S(=O)(=O)Nc3ccccn3)cc1)C2=O	112	102	110	101	100	104	113	102
O=C(N/N=C/c1ccccc1O)c1ccccc1O	5.1*	48	61	13	11	63	47	24
O=C(O)CCCCNC(=O)c1ccccc1	107	110	113	92	101	113	111	110
COc1ccc2[nH]cc(-c3noc(C(=O)c4cn(C)c5ccc(OC)cc45)n3)c2c1	102	98	99	96	99	101	104	93
O=C(Cn1nncc1CN1C(=O)CSC1=O)Nc1ccccc1	101	98	106	97	106	100	105	97
CC(=NCc1ccccc1)c1ccccc1O	98	111	92	107	100	104	104	104
Cn1cc(-c2nc(-c3c[nH]c4c(Cl)nccc34)cs2)c2cc(Br)ccc21	54	118	88	73	88	79	89	80
CCOC(=O)C1=C(C)NC(SCc2nnc(-c3ccc(Cl)cc3)o2)=NC1c1ccc(F)cc1 (configuration not stated)	93	101	·	96	88	100	94	89
CC1CC(NC(=O)/C=C/C(=O)O)CC(C)(C)C1 (configuration not stated)	104	120	94	90	101	99	94	100
OCC(O)C1CCCCN1 (configuration not stated)	100	98	102	103	95	91	103	99
COc1ccc(NC(=O)OC(C)C)c(OC)c1	113	112	109	106	97	109	111	108
O=C(N/N=C/c1c[nH]c2ccccc12)Nc1ccc(F)cc1	83	89	65	67	83	66	92	74
O=C1CCCc2c1ccc1ccccc21	115&112	117&130	106&110	96&101	100&99	116&96	110&112	108&104
Nc1c(C(=O)Nc2ccc(F)cc2)sc2nc(-c3cnccn3)cc(-c3cccs3)c12	119	114	116	100	97	104	109	93
O=C(Nc1nc2ccccc2s1)c1ccc(Cc2n[nH]c(=O)c3cccnc23)cc1	111	103	105	98	98	102	104	95
Cc1ccc(CN2CCSC(C(=O)Nc3ccccc3)C2)s1 (configuration not stated)	85	102	102	92	90	94	111	69
CCCCCCCCCCCCCCCCCC1=NCCN1CCOC1=C(Cl)C(=O)c2ccccc2C1=O	72	67	85	67	103	95	92	41
N#C/C(=C\c1ccc(O)cc1)n1nnc2cc(F)c(F)cc21	90	83	96	85	94	93	100	82
Clc1ccc(CSc2cc(SCc3ccc(Cl)cc3Cl)nc(SCc3ccc(Cl)cc3Cl)n2)c(Cl)c1	112	107	117	104	105	100	117	96
CCCCOc1ccc(S(=O)(=O)N2CCN(c3nc4ccccc4c(=O)[nH]3)CC2)cc1	97	102	108	·	101	100	105	97
CCCCCCCCCCCCCCCCCCNc1c(Cl)c(N=NC(N)=S)c2ccccc2c1NNC(N)=S	99	·	90	53	97	105	119	104
O=C(/C=C/c1cccs1)c1ccc(OCc2nnc(-c3ccc(Cl)cc3)o2)cc1	99	107	112	85	·	84	105	95
O=C(c1nc2ccccc2[nH]1)C1C(c2cccc(O)c2)C2CSCN2[C@@]12C(=O)Nc1ccccc12 (some centres not stated)	92	97	102	84	94	93	95	80
CN1CCN(Cc2ccc(NC(=O)c3cncc(C#Cc4cnc5ccc(OCC(C)(C)O)nn45)c3)cc2C(F)(F)F)CC1	-17*	-68*	-80*	-91*	-92*	-87*	-39*	-41*
CC/C(=C(\c1ccc(O)cc1)c1ccc(OCCN(C)CCN(C)C(=O)CCC(=O)c2c(C)[nH]c(/C=C3\N=C(c4ccc[nH]4)C=C3OC)c2C)cc1)c1ccccc1	104	55	97	34	78	64	62	14
Cn1nc(N)c2cc([C@@H]3Nc4ccc5[nH]ncc5c4[C@H]4C5CCC(C5)[C@@H]34)ccc21 (some centres not stated)	77	53	47	39	·	-67*	53	32
ClCC[n+]1ccccc1	106	115	109	·	109	119	109	104
NS(=O)(=O)c1ccc(N/C=C/C(=O)c2ccc(F)cc2)cc1	105	110	112	96	101	102	103	100
O=C(/C=C/c1ccc(OCc2ccccc2)cc1)c1c(F)cccc1F	101	110	124	95	102	106	99	96
O=C(N=Nc1c(O)[nH]c2ccc(OC(F)(F)F)cc12)c1cc2ccccc2[nH]1	105	106	106	100	101	99	105	96
Cc1ccc(C)c(Oc2c(-c3nc4ccc(C)cc4[nH]3)c(C)nn2-c2ccccc2)c1	110	120	144	86	98	105	113	84
COC(=O)C1(C(C)C(=O)c2ccccc2)NC(=S)NC(=O)C1C#N (configuration not stated)	113	99	103	97	105	106	104	94
CCN(CC)C(=O)CCCC1CCCCC1	108	105	112	96	102	102	108	105
O=c1cc(-c2ccc(O)cc2)oc2cc(O)cc(O)c12	108	128	107	88	95	93	100	94
O=c1[nH]cc(C(F)(F)F)c(=O)[nH]1	96	118	93	103	99	99	108	95
CNC(=O)CSc1nc2ccccc2c(=O)n1-c1ccc(S(=O)(=O)Nc2ccc(Cl)nn2)cc1	120	109	113	76	105	103	106	100
c1cc(-n2nnc3cnccc32)ccn1	91	102	95	90	106	102	125	91
NC1=NNC(c2cccc(O)c2)C1c1ccc(Cl)cc1 (configuration not stated)	109	107	72	100	101	98	119	98
CCOc1ccccc1Br	116	120	·	100	109	109	115	101
O=[N+]([O-])c1ccc(NN=C(C2CC2)C2CC2)c([N+](=O)[O-])c1	109	110	110	102	103	108	108	104
CS(=O)(=O)OCC(O)C(O)C(O)C(O)COS(C)(=O)=O (configuration not stated)	·	86	87	97	101	103	110	99

Screening data (PubChem BioAssay)
